Source: PubChem
Sm TGR block = inhibitors of Schistosoma mansoni thioredoxin glutathione reductase | Q962Y6 | purified TGR, DTNB reduction, TNB absorbance 405 nm | Potency, µM (top dose mostly 114 µM), without a hit: at the top dose activity change, negative = inhibition, most hits filed as inhibitors | 3% of 360,000 active; further: potency means the concentration at half of the fitted maximal effect; on the % scale 0 is the no-effect control and ±100 the full control effect; nearly all actives have a fitted effect of over 60% in size
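Kinetic colorimetric format: TGR-catalysed, NADPH-driven DTNB reduction monitored via TNB absorbance. Enzyme dispensed at 20 nM; compound exposure 15 min at room temperature before reaction start.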
Pf growth 96h = P. falciparum growth inhibition at 96 hours. P. falciparum luciferase reporter growth, 96 h. Potency, µM (doses to about 28.7 µM), inactives show at the highest dose activity change, negative = inhibition, hits mostly inhibitors. 6.9% of 320,000 active. AID 504834; further: potency means the concentration at half of the fitted maximal effect; on the % scale 0 is the no-effect control and ±100 the full control effect
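Infected RBCs, 2% Hct / 0.05% parasitemia final; luciferase-reporter P. falciparum; cpd 96 h, 37 C, 5% CO2; luciferase detection reagent; luminescence.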
Shiga toxin inh = Shiga toxin inhibition | inhibition, % at 38.7 µM | Vero cells, Shiga toxin protein synthesis inhibition reporter | 9.2% of 290,000 active; in the data active means inhibition mostly above about 28%, no sharp cut-off; inactive means mostly below about 43%; further: 0% is about no effect
Pf growth 48h = P. falciparum growth inhibition at 48 hours (one generation); Potency, µM (series often up to 28.7 µM), for the others: at the top dose activity change, negative = inhibition, hits mostly inhibitors; P. falciparum luciferase growth in erythrocytes, 48 h; 5.9% of 310,000 active; further: potency means the concentration at half of the fitted maximal effect; on the % scale 0 is the no-effect control and ±100 the full control effect
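Firefly luciferase activity from engineered P. falciparum reports growth; inhibitors lower the luminescent signal. Cultures contained 2% hematocrit erythrocytes at 0.1% final parasitemia.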
Cycloheximide cs = counter-screen for Shiga toxin inhibitors: cycloheximide protein synthesis inhibition; AID 2314; max response, %; 12% of 300,000 active; cell reporter, cycloheximide protein synthesis inhibition counterscreen; in the data active means max response mostly above about 13%, no sharp cut-off; inactive means mostly below about 14%; further: read at 38.3 µM for the half of the compounds with a filed dose; 0% is about no effect
FBPA Giardia inh = inhibitors of Giardia lamblia fructose-1,6-bisphosphate aldolase. A8B2U2. purified Giardia FBPA. Potency, µM (series often up to 59.6 µM), for inactives: at the top dose activity, negative = inhibition, most hits filed as inhibitors. 0.71% of 290,000 active; further: potency means the concentration at half of the fitted maximal effect; on the % scale 0 is the no-effect control and ±100 the full control effect; nearly all actives have a fitted effect of over 55% in size
Target sequence (A8B2U2 whole entry, looked up): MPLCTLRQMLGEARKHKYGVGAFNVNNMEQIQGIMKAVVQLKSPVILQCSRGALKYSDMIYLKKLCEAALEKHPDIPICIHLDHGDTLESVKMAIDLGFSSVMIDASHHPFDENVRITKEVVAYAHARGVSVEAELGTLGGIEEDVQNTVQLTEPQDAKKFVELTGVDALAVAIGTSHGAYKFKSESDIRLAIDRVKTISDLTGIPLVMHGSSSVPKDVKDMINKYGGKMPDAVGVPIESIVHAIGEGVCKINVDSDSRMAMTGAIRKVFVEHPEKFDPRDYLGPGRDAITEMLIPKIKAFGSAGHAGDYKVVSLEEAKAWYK
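40 nM FBPA preincubated 10 min at RT with compound (up to 57.5 uM final), then substrate plus GAPDH/TPI/NAD/arsenate coupling and diaphorase/resazurin added. Fluorescence read after 20 min at RT, 525/598 nm.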
Active calls of the source: *; ? = inconclusive; . = not tested or not shown; & = joins results of further samples; [ ] = remark or other dose. Unless noted, the call rests on the fitted dose curve; in most records, active means well fitted curve in the direction sought with a large enough effect; inconclusive means small, poorly fitted or top-dose-only effect, or another doubt; inactive means no such curve, though single readings can be large; an effect the other way counts as inactive or inconclusive.

SMILES | Sm TGR block | Pf growth 96h | Shiga toxin inh | Pf growth 48h | Cycloheximide cs | FBPA Giardia inh
COc1ccccc1NS(=O)(=O)c1ccc(N/N=C/c2c(C)nn(-c3ccccc3)c2N2CCCC2)c([N+](=O)[O-])c1 | 4% | ? | 4 | 3.3µM* | -3 | -1%
O=C(NNc1ccccc1[N+](=O)[O-])Nc1ccc(Cl)c(Cl)c1 | -7% | ? | 16* | -5% | 17 | -25%
Cc1ccc(-c2nn3c(C)nnc3s2)cc1NCc1c(F)cccc1Cl | -1% | 1% | -9 | ? | -3 | 1%
CC(C)(C)n1nnnc1C(c1cccnc1)N(Cc1ccccc1)Cc1ccco1 (stereo unspecified) | -2% | 1.9µM* | -11 | 2.9µM* | -4 | 4%
O=C(CN1C(=O)NC2(CCCCCC2)C1=O)Nc1ccc(S(=O)(=O)N2CCOCC2)cc1 | 7% | -17% | -4 | . | 1 | -2%
Cn1c(=O)c2c(nc(N3CCOCC3)n2Cc2c(F)cccc2Cl)n(C)c1=O | -9% | 1% | -2 | 5% | -5 | 0%
COc1ccc(C(=O)N(CCN2CCOCC2)CC(=O)NC2CCCC2)cc1OC | -23% | . | -6 | 5% | -1 | 1%
C=C(C)C(=O)OCCO | . | . | 5 | . | -3 | 1%
COCCC(=O)N1CCC(Oc2ccc(C(=O)N3CCCC(CCCO)C3)cc2)CC1 (stereo unspecified) | 0% | 3% | -21 | 13% | 7 | .
O=C1CC(c2ccccc2)n2nc(NC(=O)C3CCCO3)nc2N1 (stereo unspecified) | -32% | 126%[activator] | -5 | -2% | 14 | -28%
COC(=O)COc1ccc(S(=O)(=O)Nc2ccc3c(c2)OCCO3)cc1C | 4% | -7% | 68* | 75%[activator] | 25* | 5%
CC(C)S(=O)(=O)C/C(N)=N/OC(=O)c1cc(Cl)cc(Cl)c1 | 9% | ? | 20 | 0% | 10 | 0%
CC1(C)C(=O)Nc2ccccc2N1C(=O)COC(=O)CSc1ccc(Cl)cc1 | 9% | 11% | . | -7% | . | .
CC(C)(C)C(=O)Nc1nnc(SCC(=O)NC2CCCCC2)s1 | 4% | 11% | 15 | -1% | 13 | 0%
O=C1OCCC1Sc1nc(-c2ccccc2)cs1 (stereo unspecified) | 1% | 0% | -3 | 0% | 6 | 4%
COc1ccccc1-n1c(SCC(=O)Nc2ccccc2F)nc2[nH]ncc2c1=O | -1% | 0% | 28 | 23% | -2 | 0%
CCn1cc(Cl)c(C(=O)Nc2cccc(C(F)(F)F)c2)n1 | -1% | 2.6µM* | 58* | 174%[activator] | 32* | -12%
CCCCn1cc(S(=O)(=O)c2ccccc2)c(=O)c2cc(C)ccc21 | -6% | -9% | -14 | ? | -6 | .
COc1ccc(C(CC(=O)c2ccc(C)cc2)Nc2ccc([N+](=O)[O-])cc2)cc1 (stereo unspecified) | -1% | ? | 19 | 36%[activator] | 28* | -7%
O=C(COc1ccc(F)cc1)NCC1CCCO1 (stereo unspecified) | 2% | 1.7µM* | -19 | 29% | 18 | 6%

Part of the list above, reduced to Sm TGR block, FBPA Giardia inh and Cycloheximide cs.
SMILES	Sm TGR block	FBPA Giardia inh	Cycloheximide cs
O=C1OCCC1Sc1nc(-c2ccccc2)cs1 (stereo unspecified)	1%	4%	6
CCn1cc(Cl)c(C(=O)Nc2cccc(C(F)(F)F)c2)n1	-1%	-12%	32*

(cont.)
SMILES | Sm TGR block | Pf growth 96h | Shiga toxin inh | Pf growth 48h | Cycloheximide cs | FBPA Giardia inh
CC(=O)c1cc2c(cc1NC(=O)Cn1nc(-c3ccc(C)cc3)ccc1=O)OCO2 | 7% | -22% | -4 | ? | -7 | .
COc1ccc(C(c2nnnn2C2CCCC2)N2CCN(C3CCCC3)CC2)cc1OC (stereo unspecified) | 0% | ? | -3 | 6% | 9 | -11%
Cc1ccc(N2CC(C(=O)Nc3nc4ccc(S(C)(=O)=O)cc4s3)CC2=O)cc1 (stereo unspecified) | -2% | ? | 13 | ? | 4 | -6%
Cc1ccc(NC(=O)CCCC2CCCCC2)c(O)c1 | 5% | -70% | 109* | -4% | 34* | .
CCOCCCNC(=O)c1cc2c(=O)n3cccc(C)c3nc2s1 | -22% | 33%[activator] | -4 | ? | 0 | -9%
CC(=O)O[C@]1(C(C)=O)CC[C@H]2[C@@H]3C=C(C)C4=CC(=O)CC[C@@H]4[C@H]3CC[C@@]21C | ? | ? | . | 13µM* | . | .
Cc1ccc(NC(=S)N2CCC(N(C)CC3CCCO3)CC2)c(C)c1 (stereo unspecified) | -15% | 21% | 12 | . | -5 | 2%
O=C(O)CC1CCC(=C(Cl)Cl)C1 (stereo unspecified) | ? | 12µM* | -14 | -1% | -4 | 5%
COc1ccccc1C(=O)ON=C1c2ccccc2-c2ccccc21 | -8% | 1.7µM* | 29 | 3% | 19* | -7%
FCCCOc1ccc(-c2nccc(-c3ccc(F)cc3)n2)cc1 | 6% | 72%[activator] | 19 | 2% | 16 | -1%
CO/N=C/NC(=O)c1cn(-c2ccc(F)cc2)c(=O)c2ccccc12 | 12% | 53%[activator] | 10 | 35%[activator] | -3 | 14%
Cc1cccc(S(=O)(=O)c2c(N)n(/N=C/c3ccccc3)c3nc4ccccc4nc23)c1 | 0% | 24% | 15 | . | -3 | 3%
CCC(=O)Nc1cccc(C(=O)/C=C/c2cc(Br)ccc2OC)c1 | ? | . | -20 | ? | -3 | 1%
O=C(CCc1c[nH]c2ccccc12)NCc1cccc(Cl)c1 | -8% | -18% | 2 | -11% | -4 | 1%
O=C(Nc1ccccc1C(=O)O)c1cccc(NC(=O)c2ccccc2Cl)c1 | 0% | 10µM* | . | 15% | 2 | -6%
COc1cccc(CCC(=O)N2CCC(n3nccc3NC(=O)CC(C)C)CC2)c1 | -17% | 22% | 14 | -12% | 16 | 7%
Cc1cc(C(=O)NCC(c2ccco2)N(C)C)no1 (stereo unspecified) | -26% | 9.3µM* | -10 | 10% | -2 | 2%
CSc1ncccc1C(=O)NC1CCCCCCC1 | 3% | ? | 22 | 17% | -3 | 10%
C/C(CC(=O)NC(C)C)=N\NC(=O)COc1cc(C)c(Br)cc1Br | 8% | ? | -14 | -5% | -1 | -1%
COc1ccc(Cl)cc1NC(=O)COC(=O)CCNS(=O)(=O)c1cccs1 | 5% | 33%[activator] | . | 1% | . | .
O=C(c1ccc2nc3ccc(Cl)cc3c(=O)n2c1)N1CCOCC1 | 19% | ? | 12 | -11% | 5 | 3%
C/C(=N\NC(=S)NCCc1ccccc1)c1ccc(Cl)cc1 | 1% | -11% | 27 | ? | 7 | 3%
O=C(O)c1ccc(-n2c(-c3ccccc3)n[nH]c2=S)cc1 | -17% | 32%[activator] | -19 | 1% | 12 | -22%
Cc1ccc(C)c(NC(=O)CS(=O)(=O)c2c[nH]c3ccccc23)c1 | 14% | . | -4 | 10% | -2 | -24%
COCCNC(=O)c1csc2c1CCCC2 | 0% | ? | -6 | -7% | 11 | -14%
Cc1ccc(NC2=C(N3CCOCC3)C(=O)c3ccccc3C2=O)cc1 | ? | 2.6µM* | 72* | 2.1µM* | 47* | ?
C=CCNC(=O)c1ccccc1NC(=O)c1cccc2ccccc12 | -6% | . | -24 | 4% | -2 | 3%
Cc1ccccc1CNC(=O)c1ccc2ccccc2n1 | 8% | 7% | 2 | 6% | -3 | 10%
Fc1ccccc1-c1cc2ncccc2cn1 | 32µM* | 112%[activator] | . | 126%[activator] | . | .
CC1CCCC(NC(=O)CN(C)S(=O)(=O)c2cccc3cccnc23)C1C (stereo unspecified) | 31% | 11% | 3 | . | -1 | -1%
O=C1c2ccccc2NC(c2ccc(-c3ccc(Br)cc3)o2)N1O (stereo unspecified) | -9% | 0% | -9 | ? | -2 | ?
Cc1cc2ccccc2c(=O)n1CC(=O)Nc1ccc2c(c1)OCCO2 | 3% | . | -9 | 57%[activator] | -2 | -6%
COc1ccc(-c2cc(C(=O)Nc3cccnc3)no2)cc1OC | -12%&3% | 31%[activator] | 60* | 83%[activator] | 32* | 3%
Cc1ccc(OCCn2c(=S)[nH]c3c(N)ncnc32)cc1 | -29% | 252%[activator] | 4 | -20% | -3 | -12%
Cn1c(=O)[nH]c(=O)c2c1nc(N)n2Cc1ccccc1 | -7% | 23% | -5 | -9% | 2 | -6%
Cc1cccc(NS(=O)(=O)c2ccc(C(=O)NCC(c3ccccc3)N(C)C)cc2)c1C (stereo unspecified) | 4% | ? | -6 | -21% | 1 | .
Cc1cc(S(=O)(=O)NC(C)C)ccc1OCC(=O)Nc1ccc2c(c1)OCCO2 | -6% | 38%[activator][5.75 µM] | -2 | -35% | -2 | -2%
Cc1oc(-c2ccc(-c3ccccc3)cc2)nc1CN(CCO)C(C)C | -23% | ? | 32 | 159%[activator] | 37* | -9%
COCCNC(=S)NNC(=O)CSCc1ccc(Cl)cc1Cl | -3% | -11% | 43* | -10% | -3 | 7%
Cc1occc1C(=O)NCc1nc(-c2ccc(Cl)cc2)no1 | -9% | 32% | 0 | 30%[activator] | 5 | 0%

4 compounds picked at random from those above:
SMILES | Sm TGR block | Pf growth 96h | Shiga toxin inh | Pf growth 48h | Cycloheximide cs | FBPA Giardia inh
C=CCNC(=O)c1ccccc1NC(=O)c1cccc2ccccc12 | -6% | . | -24 | 4% | -2 | 3%
Cn1c(=O)[nH]c(=O)c2c1nc(N)n2Cc1ccccc1 | -7% | 23% | -5 | -9% | 2 | -6%
COCCNC(=O)c1csc2c1CCCC2 | 0% | ? | -6 | -7% | 11 | -14%
Cc1cccc(NS(=O)(=O)c2ccc(C(=O)NCC(c3ccccc3)N(C)C)cc2)c1C (stereo unspecified) | 4% | ? | -6 | -21% | 1 | .

(listing goes on)
SMILES | Sm TGR block | Pf growth 96h | Shiga toxin inh | Pf growth 48h | Cycloheximide cs | FBPA Giardia inh
CN1C(=O)C2C(c3ccc(N(C)C)cc3)NN(Cc3ccccc3)C2C1=O (stereo unspecified) | ? | -46%[1.15 µM] | 13 | -7% | 2 | -9%
COc1ccc(N2CCN(CC(O)COc3c(OC)cccc3OC)CC2)cc1 (stereo unspecified) | 0%&-11% | -9% | -2 | 18%[0.00184 µM] | -10 | -25%
O=C(C1CC1)N1CCc2[nH]c3ccccc3c2C1 | -31% | -27% | 14 | -18% | -3 | -16%
Cc1ccc2cc(C(c3nnnn3Cc3ccccc3)N3CCN(c4ccccc4)CC3)c(=O)[nH]c2c1 (stereo unspecified) | 22µM* | 8% | -21 | 5.9µM* | -5 | -16%
Cc1ccc(NC(=O)N2CCCC2C(=O)NCc2ccccc2Cl)cc1 (stereo unspecified) | -1% | 2.6µM* | -7 | -10% | 1 | 4%
O=S(=O)(c1ccccc1)C1(S(=O)(=O)c2ccccc2)CCCC1 | 6% | ? | -20 | 4% | -2 | 1%
COCCn1c(C)cc(C(=O)CSc2n[nH]c(N)n2)c1C | -32% | 22% | -1 | 5% | 13* | -13%
Cc1cccc(C)c1NC(=O)CN1CCN(CC(=O)NCC2(N3CCCCC3)CCCCC2)CC1 | 1% | 2% | . | ? | . | .
C/C(=N\OC(=O)c1cccc(C(F)(F)F)c1)c1sc(-c2ccccc2)nc1C | 4% | 48%[activator] | 23 | 37%[activator] | 10 | 17%
COc1cc(OC)c(OC)cc1/C=C1\CCC(C2CCCC2)C1=O (stereo unspecified) | -11% | 5% | -1 | -8% | -1 | -18%
O=C(CN1C(=O)c2ccccc2C1=O)Nc1cc(C(=O)O)cc(C(=O)O)c1 | ? | 15% | -1 | . | -7 | 1%
O=C1NN(c2ccccc2)C(=O)/C1=C\c1ccc2c(c1)OCO2 | 10% | ? | -8 | -1% | 1 | -8%
COc1ccc(C2CC(C(F)(F)F)n3nc(C(=O)NCCN4CCOCC4)cc3N2)cc1 (stereo unspecified) | 0% | ? | -2 | 0% | -3 | 3%
